NCI-60 one-dose screen, 48 h, at 10 µM unless noted. Numbers give growth in % (100 = growth as untreated, 0 = no growth, -100 = all killed).
UO-31 – UO-31 renal cancer | hit rate 5.2% among 81,000
786-0 – 786-0 renal cancer cells; AID 1794775; hit rate 5.1% among 81,000
RXF 393 – RXF 393 renal cancer cells; hit rate 6.9% among 77,000; AID 1794773
SN12C – SN12C renal cancer cells; hit rate 3.8% among 81,000; AID 1794767
ACHN – ACHN renal cancer; hit rate 4.9% among 81,000; AID 1794771
CAKI-1 – CAKI-1 renal cancer | hit rate 4.7% among 75,000 | AID 1794772
A498 – A498 renal cancer cells; hit rate 5.4% among 76,000; AID 1794774
TK-10 – TK-10 renal cancer cells | hit rate 3.9% among 81,000
* hit, by the source's call; x = not tested or not shown; & = joins results of further samples. Rule for the calls: active = growth percent below 10; inactive = the rest. Hits appear at their usual frequency; overall some 10% were active at least once.

The first 7 compounds (preview)
SMILES	UO-31	786-0	RXF 393	SN12C	ACHN	CAKI-1	A498	TK-10
O=C1NC(=S)S/C1=C\c1ccc2c(c1)OCO2	80	101	91	99	93	92	97	108
CSc1ccccc1NC(=O)c1ccc2nn(/C(C#N)=C/c3ccccn3)nc2c1	-100*	-97*	-96*	-59*	-99*	-87*	94	-98*
O=C(/C=C(\Cl)C(=O)NO)NO	99	93	x	102	100	x	99	107
CCN(CC)CCCNC(c1ccccc1)C(O)c1ccccc1 (configuration not stated)	89	91	102	103	115	x	111	93
CCOC(=O)C(O)C(=O)OCc1ccc2ccccc2n1 (configuration not stated)	85	102	x	93	106	102	80	95
O=C(CC(c1ccccc1)N1CCCCC1)c1ccccc1 (configuration not stated)	82	89	x	95	103	100	18	x
CCCCCCCC/C=C\CCCCCCCCOc1cccc(CC(=O)NCC[N+]2(C)CCOCC2)c1	82	95	6.1*	81	94	70	x	75

Results, from the start:
SMILES	UO-31	786-0	RXF 393	SN12C	ACHN	CAKI-1	A498	TK-10
O=C1NC(=S)S/C1=C\c1ccc2c(c1)OCO2	80	101	91	99	93	92	97	108
CSc1ccccc1NC(=O)c1ccc2nn(/C(C#N)=C/c3ccccn3)nc2c1	-100*	-97*	-96*	-59*	-99*	-87*	94	-98*
O=C(/C=C(\Cl)C(=O)NO)NO	99	93	x	102	100	x	99	107
CCN(CC)CCCNC(c1ccccc1)C(O)c1ccccc1 (configuration not stated)	89	91	102	103	115	x	111	93
CCOC(=O)C(O)C(=O)OCc1ccc2ccccc2n1 (configuration not stated)	85	102	x	93	106	102	80	95
O=C(CC(c1ccccc1)N1CCCCC1)c1ccccc1 (configuration not stated)	82	89	x	95	103	100	18	x
CCCCCCCC/C=C\CCCCCCCCOc1cccc(CC(=O)NCC[N+]2(C)CCOCC2)c1	82	95	6.1*	81	94	70	x	75
COc1ccc2nc(/C=C/c3ccc(N(C)C)cc3)sc2c1	x	93	x	91	104	98	72	103
C[C@H](NC(=O)OC(C)(C)C)c1ncc[nH]1	x	98	127	101	108	110	114	93
Cc1ccc(N=Cc2cc3ccccc3nc2N2C(=O)CC(=O)NC2=O)cc1	75	104	105	97	98	93	103	105
N#Cc1nc(-c2ccccc2)oc1S(=O)(=O)N1CCOCC1	83	88	91	74	-98*	67	90	94
O=C(Nc1ccc(Oc2cccc(F)c2)c(Cl)c1)c1ccnnc1	68	85	100	82	68	63	75	81
COc1ccc(C2=CC(c3ccc(C)cc3Br)N3C=CSC3=N2)cc1 (configuration not stated)	74	107	124	107	101	100	121	111
O=c1c2c3c(sc2n2c(=O)[nH]nc2n1Cc1ccccc1)CCCC3	78	99	97	117	97	89	x	96
Cc1ccc(/C(CSc2nnc(-c3c[nH]c4ccccc34)n2-c2ccccc2)=N/O)cc1	6.4*	2.2*	x	-37*	-62*	-27*	92	-65*
Cn1c2ccc(Br)cc2c2c3c(c4c5ccccc5ccc4c21)C(=O)N(O)C3=O	87	108	123	104	101	88	x	118
Nc1nc2c(C(=O)N3CCCC3)nnn2c2ccccc12	96	114	114	96	103	120	133	142
COc1cc(CO)ccc1OCc1ccccc1	83	104	103	97	104	102	94	x
C=C(Cl)[C@@](Cl)(CBr)CC[C@@H](Br)C(C)(C)Cl	-97*	-65*	-5.4*	72	-99*	-99*	99	-99*
c1ccc2nc(-c3ccc4ccccc4n3)ccc2c1	78	x	117	96	96	83	97	116
O=C1C=CC(=Nc2cc(Br)c(O)c(Br)c2)C(Br)=C1	61	113	118	95	99	102	95	87
NCC(=O)O	87&97	97&95	110&91	112&101	102&113	87&93	115&98	104&119
CN(C)CCOc1nc2c3cc([N+](=O)[O-])ccc3nn2c2ccccc12	23	23	24	14	-51*	24	32	61
O=C(O)c1cc(=O)[nH]c(=O)[nH]1	42&79	103&96	118	98&99	95&95	119&95	71&94	135&106
Nc1nc(Nc2ccc(Cl)cc2)c2cc[nH]c(=O)c2n1	54	108	135	100	119	88	123	160
SMILES	UO-31	786-0	RXF 393	SN12C	ACHN	CAKI-1	A498	TK-10
CCN(CC)CCOC(=O)c1ccc(NC(=O)Nc2cccc(Cl)c2)cc1	92	95	99	x	108	97	79	96
CCNc1cc2nc(-c3ccccc3)nn(-c3ccccc3)c-2cc1=O	89	94	93	107	85	98	97	99
O=C(Nc1nc(C(=O)N2CCN(C(c3ccccc3)c3ccccc3)CC2)cs1)c1ccc(NC2CCCCC2)c([N+](=O)[O-])c1	66	88	85	86	87	78	88	100
CCOC(=O)/C(N=Nc1c(C(=O)O)ccc2c1C(=O)c1ccccc1C2=O)=C(\C)O	77	102	112	98	101	91	92	101
Nc1nc(Cn2c(-c3nonc3N)nc3ccccc32)nc(N2CCCCC2)n1	x	92	88	98	95	86	89	109
COc1ccc(-c2ccn(CC(=O)N3CCOCC3)n2)cc1OC1CCCC1	90	100	89	98	106	103	x	105
CC(C)=NO	101	104	122	102	105	103	107	114
COc1ccc(/C=C/C(=O)N2CCC(O)CC2)cc1OC1CCCC1	88	104	118	95	102	93	x	102
OC(CN1CCCCC1)c1cc(Cl)cc(Cl)c1 (configuration not stated)	98	93	115	97	107	95	109	85
O=C1NC(=S)S/C1=C\c1ccc(Cl)c(Cl)c1	63	82	104	82	89	73	42	91
N#Cc1c(-c2ccc(F)cc2)nc(SCc2nc3ccccc3[nH]2)nc1N1CCOCC1	40	77	89	89	86	89	44	77
Cc1[nH]nc(N)c1C#N	99	92	107	104	107	99	103	88
CC(=O)OC(c1cc2c(cc1Br)OCO2)C(C)Br (configuration not stated)	82	110	85	106	99	93	100	95
CC1=NN(c2ccccc2)C(=O)/C1=C\c1cc(=O)oc2ccc(C)cc12	81	95	89	97	84	x	104	134
CCCS(=O)(=O)Oc1cc2oc(=O)c3c(c2cc1OC)CCCCCC3	88	95	x	90	85	80	56	113
Cc1cc2c(cc1C)NC(C)CC(=O)N2 (configuration not stated)	82	82	129	112	108	102	93	121
COc1cccc(/C=N\NC(=O)C2CC2)c1	89	104	114	92	114	100	110	116
[O-]/[N+](=C\c1ccc(-n2cc(Cc3ccccc3Cc3cn(-c4ccc(/C=[N+](/[O-])c5ccccc5)cc4)nn3)nn2)cc1)c1ccccc1	93	98	116	101	103	99	83	121
COc1cccc2nc(Nc3ccc(NC(=O)c4cccc(Cl)n4)cc3)ccc12	92	93	116	113	107	94	90	85
COc1cc(/C=C/C(=O)c2ccc(NC(=O)CSc3nnc(-c4ccccc4)o3)cc2)cc(OC)c1OC	81	100	84	83	101	x	98	129
CC1(C)NCCC[C@]2(C)[C@H]3C=CC4=C5C[C@@](C)(C(=O)N[C@@H](CO)Cc6ccccc6)CC[C@]5(C)CC[C@@]4(C)[C@]3(C)CC[C@@H]12	74	96	110	90	106	81	97	108
Cc1ccc(S(=O)(=O)Nc2ccc(-c3ccc4c(c3)NC(=O)/C4=C\c3ccc[nH]3)cc2)cc1	94	101	96	86	93	87	112	98
CC/C(=C(/c1ccc(O)cc1)c1ccc(OCCN(C)C(=O)COCCOCCNC(=O)Cc2ccc3c(c2)CN([C@@H]2CCC(=O)NC2=O)C3=O)cc1)c1ccccc1	89	81	99	53	106	101	115	89
Nc1cccnn1	87	102	106	107	104	94	74	96
CC(C)(C)CC(C)(C)Nc1nc(NC(C)(C)CC(C)(C)C)nc(NC(C)(C)CC(C)(C)C)n1	81	95	106	87	99	99	92	98

Full records as entered above. Values in the order: UO-31 | 786-0 | RXF 393 | SN12C | ACHN | CAKI-1 | A498 | TK-10
COc1cccc(/C=N\NC(=O)C2CC2)c1 in the list: 89 | 104 | 114 | 92 | 114 | 100 | 110 | 116
CC(C)(C)CC(C)(C)Nc1nc(NC(C)(C)CC(C)(C)C)nc(NC(C)(C)CC(C)(C)C)n1 in the list: 81 | 95 | 106 | 87 | 99 | 99 | 92 | 98

The results go on:
SMILES	UO-31	786-0	RXF 393	SN12C	ACHN	CAKI-1	A498	TK-10
Nc1ccc(Nc2ncnc3sc4c(c23)CCN(Cc2ccccc2)C4)cc1	84	105	91	97	92	91	95	134
CC(C)C(=O)Nc1cccc(Cl)c1	89	102	x	96	104	106	86	95
Nc1nnc(-c2ccc(N=Nc3ccc(S(N)(=O)=O)cc3)cc2)s1	74	93	84	91	86	93	100	122
N#Cc1ccccc1-c1ccc(CN2C(=O)Cc3cc(CCn4cnnc4)c(Cl)cc32)cc1	75	86	113	81	79	67	87	117
C[C@H](O[C@@H]1CC(=O)n2c3ccccc3c3c4c(c5c6ccccc6n1c5c32)C(=O)NC4=O)C(=O)O	33	82	49	64	31	41	52	56
CC1(C)Oc2cc3oc(=O)ccc3c3c2C2C1CCC(C)(O3)C2O (configuration not stated)	76	97	102	100	104	102	85	101
CN1CCN(C(=O)OCCOCCOC(=O)N2CCN(C)CC2)CC1	96	94	88	100	97	131	93	94
O=C(NN(Cc1ccccc1)S(=O)(=O)c1ccccc1)c1ccccc1	79	94	112	86	103	106	119	96
O=c1oc2ccc(-c3ccc(F)cc3F)cc2c(=O)n1-c1ccc(F)c(Cl)c1	-5.4*	7.5*	-20*	-17*	-13*	-20*	-21*	12
O=C(c1ccc(Cl)cc1Cl)N1c2ccccc2Sc2ccccc21	65	67	70	67	61	50	69	73
O=C(NO)/C(CC(=O)c1ccc(O)cc1)=N\O	95	122	108	106	106	97	111	106
NS(=O)(=O)c1ccc(-n2c(-c3ccc(Cl)cc3)nc(/C=C3\C=Nc4ccccc43)c2O)cc1	80	107	113	91	x	x	94	111
Cc1nc2cc(-c3cc(C(F)(F)F)cc(C(F)(F)F)c3)ccc2c(=O)n1-c1cccc(Cl)c1	78	98	101	101	96	x	x	83
N#Cc1ccc(SSc2ccc(C#N)cc2)cc1	66	106	119	88	99	x	103	102
CCN(CC)CCCNc1nc(Cl)nc(NCCCN(CC)CC)n1	98	105	112	111	101	100	70	x
O=C(C(=O)c1cc(Br)ccc1O)c1cc(Br)ccc1O	25	61	66	59	56	50	94	61
O=C(Nc1ccc(F)cc1)c1cc([N+](=O)[O-])ccc1O	59	80	68	82	73	67	25	82
Nc1ncnc2c1ncn2C1OC(COC(c2ccccc2)(c2ccccc2)c2ccccc2)C(O)C1O (configuration not stated)	80	99	x	94	48	58	103	x
COc1cc(-c2c(-c3ccccc3)noc2C(N)=O)c(OC)c2c1OCO2	92	92	99	98	98	79	123	114
CC(=O)C1Cc2ccccc2C1=O (configuration not stated)	80	103	x	98	98	83	110	142
CC(Cc1nnc(SCC(=O)Nc2ccc(I)cc2)n1N)c1ccccc1 (configuration not stated)	74	72	54	98	86	104	100	90
CCCCCCCCCCCCNC(=O)N[C@H](C(=O)N[C@H]1/C=C/CCNC(=O)/C=C/[C@H](C)NC1=O)C(C)C	37	-38*	-99*	-42*	17	36	-55*	8.3*
CCCCCCCCCCCCCCCCCCC(CO)CO	92	102	116	103	103	100	107	105
O=C1N(Br)C(=O)C(c2ccc(Cl)cc2)(c2ccc(Cl)cc2)N1Br	79	98	77	100	108	x	105	117
O=C(c1ccccc1)c1c(/C=C/c2ccc(Cl)cc2)c2ccccc2[nH]c1=O	65	93	96	86	94	93	104	92
SMILES	UO-31	786-0	RXF 393	SN12C	ACHN	CAKI-1	A498	TK-10
Cc1ncc(C(=O)Nc2ccc(CN3CCN(C)CC3)c(C(F)(F)F)c2)cc1C#Cc1cnc2cccnn12	1.4*	1.1*	-58*	0.1*	-1.6*	-17*	x	-3.7*
Cc1cccc(/C=C\C(=O)c2ccc(Cl)cc2)c1	86&68	74&82	98&112	97&95	105&102	85&90	54&79	85&76
c1ccc(-c2cn(Cc3nc(-c4ccccc4)no3)nn2)cc1	77	101	132	99	99	92	109	99
CC(C)C(=O)OCCCCCOC(=O)C(C)C	89	103	93	105	106	97	109	118
Cc1ccc2c(n1)C(=O)C(Br)=C(C(C)C)C2=O	74	91	88	94	55	75	93	104
COc1cccc2c1C(=O)c1c(O)c3c(c(O)c1C2=O)C[C@@](O)(C(=O)COC(=O)c1ccccc1)C[C@@H]3OC1CC(N)C(O)C(C)O1 (some centres not stated)	-93*	-84*	-80*	-86*	-96*	-89*	-66*	-80*
COc1c(C)c2c(c(O)c1C/C=C(\C)CCC(=O)OCCN1CCOCC1)C(=O)OC2	15	25	52	24	27	5.2*	30	27
Clc1nc(N2CCC[N+]3(CC2)CC[N+]2(CCCNCC2)CC3)nc(N2CCC[N+]3(CC2)CC[N+]2(CCCNCC2)CC3)n1 (configuration not stated)	98	73	100	94	115	65	114	133
CN1CCN(CCOc2ccc(-c3cnc4c(-c5cccc(F)c5)cnn4c3)cc2)CC1	39	57	66	61	70	65	45	102
Nc1c(C(=O)Nc2ccc(C(F)(F)F)cc2)sc2nc(-c3cnccn3)cc(-c3cccs3)c12	59	-90*	26	95	43	16	x	174
C=CCN=C(NC#N)SC	96	94	x	108	108	x	98	134
COc1cc(C(=O)/C=C/c2cn(-c3ccccc3)nc2-c2cccc(Nc3ccnc4cc(Cl)ccc34)c2)cc(OC)c1OC	86	89	87	91	108	103	100	133
CNCCCn1c2c(c3ccc(Cl)cc3c1=O)C(=O)c1cc(OC)cnc1-2	33	-85*	61	40	20	35	20	54
O=C(O)c1ccccc1Nc1cc(Cl)ccc1Cl	76	99	94	107	101	107	103	95
CCOC(=O)C1=C2C(=O)[C@@]3(C)CC(=O)C[C@H]3C[C@H](C)[C@H]2CC[C@@H]1C	81	102	97	101	104	95	89	95
CCC(=O)c1ccc(O)c(C)c1	89	108	114	104	106	120	x	119
COc1ccc(Nc2nc(-c3cccc4ccccc34)nc3sc4c(c23)CCCCCC4)cc1	106	98	115	94	101	99	129	117
O=C(NCCNc1nccc(-n2ccc3cccnc32)n1)C1CCCCC1	96	101	114	103	104	97	110	112
C=CCS(=O)(=O)CC=C	78	104	104	99	102	94	86	102

Screening data deposited in PubChem BioAssay by NCI.
